Compound activity (PubChem BioAssay)
NSD2 block = blocks human NSD2 histone methyltransferase activity. O96028. NSD2-SET H3K36me1 DELFIA fluorescence, biochemical. inhibition, % at 12.5 µM. 44,000 compounds, 0.07% hits. AID 624260; in the data active means inhibition above about 54%, passing the limit was not always enough;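 further: inhibitors reduce the monomethyl H3K36 fluorescence signal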
Target sequence (O96028 whole entry, looked up): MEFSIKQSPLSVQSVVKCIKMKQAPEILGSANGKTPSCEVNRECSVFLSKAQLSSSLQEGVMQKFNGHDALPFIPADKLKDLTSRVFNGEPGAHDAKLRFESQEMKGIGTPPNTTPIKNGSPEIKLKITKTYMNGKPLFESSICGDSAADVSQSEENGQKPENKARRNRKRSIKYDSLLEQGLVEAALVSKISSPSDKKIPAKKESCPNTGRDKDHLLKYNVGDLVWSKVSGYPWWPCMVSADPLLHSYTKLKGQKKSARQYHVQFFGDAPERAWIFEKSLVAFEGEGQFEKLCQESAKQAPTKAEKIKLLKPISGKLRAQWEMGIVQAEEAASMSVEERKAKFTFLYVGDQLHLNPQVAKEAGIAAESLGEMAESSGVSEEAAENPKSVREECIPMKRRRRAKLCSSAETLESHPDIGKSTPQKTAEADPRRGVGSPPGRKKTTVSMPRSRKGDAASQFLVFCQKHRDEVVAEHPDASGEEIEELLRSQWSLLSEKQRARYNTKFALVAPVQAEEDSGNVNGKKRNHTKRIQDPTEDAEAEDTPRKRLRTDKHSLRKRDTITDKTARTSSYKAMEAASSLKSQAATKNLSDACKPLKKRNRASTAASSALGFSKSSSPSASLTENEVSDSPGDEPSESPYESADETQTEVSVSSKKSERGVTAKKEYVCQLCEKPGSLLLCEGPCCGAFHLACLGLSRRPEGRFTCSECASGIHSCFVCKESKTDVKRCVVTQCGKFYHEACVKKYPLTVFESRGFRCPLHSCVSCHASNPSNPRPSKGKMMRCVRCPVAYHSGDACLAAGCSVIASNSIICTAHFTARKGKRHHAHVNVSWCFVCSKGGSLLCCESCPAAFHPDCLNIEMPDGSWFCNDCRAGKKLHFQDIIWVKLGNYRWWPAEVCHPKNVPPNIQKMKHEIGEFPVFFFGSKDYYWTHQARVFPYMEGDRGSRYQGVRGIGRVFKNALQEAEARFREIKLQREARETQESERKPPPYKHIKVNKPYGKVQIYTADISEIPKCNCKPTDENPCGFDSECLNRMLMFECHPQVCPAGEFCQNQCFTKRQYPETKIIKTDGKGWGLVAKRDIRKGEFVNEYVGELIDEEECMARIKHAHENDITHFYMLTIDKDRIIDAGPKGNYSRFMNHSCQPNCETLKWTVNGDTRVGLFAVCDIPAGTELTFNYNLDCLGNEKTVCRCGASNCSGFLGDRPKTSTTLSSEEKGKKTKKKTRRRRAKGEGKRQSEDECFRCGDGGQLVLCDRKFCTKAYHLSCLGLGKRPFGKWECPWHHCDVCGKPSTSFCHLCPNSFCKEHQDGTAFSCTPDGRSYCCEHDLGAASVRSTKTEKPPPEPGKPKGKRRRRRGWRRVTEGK
An asterisk follows results filed as active.

| entry | NSD2 block | SMILES |
| --- | --- | --- |
| 1 | 1 | C[C@H]1CN([C@@H](C)CO)C(=O)c2cccc(NC(=O)CCCCCC(=O)Nc3ccccc3N)c2O[C@H]1CN(C)CC1CCCCC1 |
| 2 | 7 | C[C@@H]1CN([C@@H](C)CO)C(=O)c2cc(C3=CCCCC3)cnc2O[C@H]1CN(C)Cc1ccccc1C(=O)O |
| 3 | 2 | C[C@H](O)[C@H](O)[C@@H](O)[C@@H](O)/C=N/NC(=O)CCCCCC(=O)Nc1ccccc1O |
| 4 | 2 | O=C(OCC1OC(Oc2ccc(O)cc2COC(=O)C2(O)C(O)CCC(O)C2O)C(O)C(O)C1O)c1ccccc1 (stereo unspecified) |
| 5 | 17 | CC(C)NC(=O)Nc1ccc2c(c1)C(=O)N([C@@H](C)CO)C[C@@H](C)[C@H](CN(C)S(=O)(=O)c1ccccc1)OCCCC[C@@H](C)O2 |
| 6 | 2 | C[C@H](O)C#Cc1cnc2c(c1)C(=O)N([C@H](C)CO)C[C@H](C)[C@@H](CN(C)Cc1cccc(C(=O)O)c1)O2 |
| 7 | -5 | C[C@@H]1CCCCO[C@@H](CN(C)C(=O)Nc2ccccc2)[C@@H](C)CN([C@H](C)CO)C(=O)c2cc(NC(=O)Nc3ccc4c(c3)OCO4)ccc2O1 |
| 8 | -1 | C[C@H]1CN([C@@H](C)CO)C(=O)Cc2cc(NC(=O)CCC(F)(F)F)ccc2O[C@@H]1CN(C)C(=O)Nc1ccc(F)cc1 |
| 9 | 0 | C[C@H]1CN([C@@H](C)CO)C(=O)c2cc(NC(=O)Nc3cccc4ccccc34)ccc2O[C@@H]1CN(C)Cc1ccc(C(=O)O)cc1 |
| 10 | 2 | NCCC(c1ccccc1)c1ccccc1 |
| 11 | 1 | C[C@H]1CCCCO[C@H](CN(C)S(=O)(=O)c2ccc(Cl)cc2)[C@@H](C)CN([C@@H](C)CO)C(=O)c2cc(NC(=O)CCC(F)(F)F)ccc2O1 |
| 12 | 0 | COC(=O)CCCCCCC(=O)N/N=C/c1ccccc1OCCO |
| 13 | 11 | COc1ccc(S(=O)(=O)Nc2ccc3c(c2)C(=O)N([C@@H](C)CO)C[C@H](C)[C@@H](CN(C)S(=O)(=O)c2ccc(OC)cc2)OCCCC[C@@H](C)O3)cc1 |
| 14 | -2 | C[C@H](CO)N1C[C@H](C)[C@@H](CN(C)C(=O)C2CCC2)Oc2cc(-c3cccnc3)ccc2S1(=O)=O |
| 15 | -4 | Cc1ccc(-c2ccc3c(c2)O[C@@H](CN(C)C(=O)Nc2ccc(C(F)(F)F)cc2)[C@H](C)CN([C@@H](C)CO)S3(=O)=O)cc1 |
| 16 | 6 | CCC(=O)Nc1ccccc1-c1nnc(SCc2ccccc2)[nH]c1=O |
| 17 | 15 | COc1ccc(CN(C)C[C@H]2OCCCC[C@@H](C)Oc3ccc(NC(=O)Nc4ccc(C(F)(F)F)cc4)cc3C(=O)N([C@@H](C)CO)C[C@@H]2C)cc1 |
| 18 | 2 | COc1ccc(NC(=O)N(C)C[C@H]2Oc3c(NC(=O)Nc4c(C)noc4C)cccc3C(=O)N([C@@H](C)CO)C[C@@H]2C)cc1 |
| 19 | -7 | C[C@@H]1CN([C@@H](C)CO)C(=O)Cc2cc(NC(=O)Nc3ccccc3)ccc2O[C@H]1CN(C)Cc1ccc(C(F)(F)F)cc1 |
| 20 | 0 | C/C=C/c1ccc2c(c1)O[C@H](CN(C)C(=O)Cc1ccccn1)[C@@H](C)CN([C@H](C)CO)S2(=O)=O |
| 21 | -1 | Cc1ccc(S(=O)(=O)N(C)C[C@@H]2OCCCC[C@@H](C)Oc3ccc(NC(=O)c4ccccc4)cc3C(=O)N([C@@H](C)CO)C[C@H]2C)cc1 |
| 22 | 2 | COc1cc(O)c2c(c1)O[C@H](c1ccc(O)cc1)[C@@H](O)C2=O |
| 23 | 0 | Cc1ccc(S(=O)(=O)Nc2ccc3c(c2)C(=O)N([C@H](C)CO)C[C@H](C)[C@H](CN(C)Cc2ccccc2)OCCCC[C@@H](C)O3)cc1 |
| 24 | 0 | CNC[C@H]1OCCCC[C@H](C)Oc2ccc(NS(=O)(=O)c3ccc(OC)cc3)cc2C(=O)N([C@@H](C)CO)C[C@@H]1C |
| 25 | 1 | C[C@@H]1CN([C@H](C)CO)S(=O)(=O)c2ccc(C#CC3CC3)cc2O[C@H]1CN(C)C(=O)c1ccccc1 |
| 26 | -3 | CC(=O)N(C)C[C@H]1Oc2cc(C#Cc3ccccc3F)ccc2S(=O)(=O)N([C@@H](C)CO)C[C@@H]1C |
| 27 | 3 | COc1ccc(CN(C)C[C@@H]2Oc3ccc(NC(=O)NC(C)C)cc3C(=O)N([C@H](C)CO)C[C@@H]2C)cc1 |
| 28 | -2 | NC(=Nc1ccccc1)NC(=O)c1nc(Cl)c(N)nc1N |
| 29 | -17 | C[C@H]1CN([C@@H](C)CO)C(=O)c2cc(NC(=O)Nc3ccc(C(F)(F)F)cc3)ccc2O[C@@H]1CN(C)Cc1ccc(C(F)(F)F)cc1 |
| 30 | -2 | CS(=O)(=O)Nc1ccc2c(c1)[C@H]1C[C@H](CC(=O)NCC(F)(F)F)O[C@H](CO)[C@H]1O2 |
| 31 | 2 | NC(=O)NCC#Cc1ccc2c(c1)[C@]1(C(=O)N2)[C@H](C(=O)N2CCCCCCC2)[C@H]2C(=O)O[C@H](c3ccccc3)[C@H](c3ccccc3)N2[C@@H]1c1ccc(O)cc1 |
| 32 | -5 | C[C@@H]1CN([C@@H](C)CO)C(=O)Cc2cc(NC(=O)Nc3cccc4ccccc34)ccc2O[C@H]1CN(C)Cc1ccc(C(F)(F)F)cc1 |
| 33 | 1 | C[C@@H]1CN([C@H](C)CO)C(=O)c2cc(NS(=O)(=O)c3ccccc3)ccc2O[C@@H](C)CCCCO[C@@H]1CN(C)S(=O)(=O)c1ccccc1 |
| 34 | 7 | C[C@H](CO)N1C[C@H](C)[C@H](CN(C)C(=O)c2ccncc2)OCCCC[C@H](C)Oc2ccc(NC(=O)Cc3ccccc3)cc2C1=O |
| 35 | -1 | C[C@@H]1CN([C@H](C)CO)C(=O)c2cccc(NC(=O)c3cnccn3)c2O[C@@H]1CN(C)CC1CC1 |
| 36 | -1 | CC1CC(=O)C2C(O)(C1)CC(O)C13OC21C(=O)c1cccc(O)c1C3O (stereo unspecified) |
| 37 | 8 | C[C@H]1CN([C@@H](C)CO)C(=O)c2cccc(NS(=O)(=O)c3cccs3)c2O[C@@H]1CN(C)Cc1ccc(C(=O)Nc2ccccc2N)cc1 |
| 38 | 9 | COc1ccc(C#Cc2ccc3c(c2)O[C@H](CN(C)C(=O)Nc2cccc(OC)c2)[C@@H](C)CN([C@@H](C)CO)S3(=O)=O)cc1 |
| 39 | -5 | COCC(=O)Nc1ccc2c(c1)[C@@H]1C[C@@H](CC(=O)NCCc3ccccc3)O[C@@H](CO)[C@@H]1O2 |
| 40 | 4 | COc1ccc2[nH]c3c(OC)ncnc3c2c1 |
| 41 | -6 | C[C@H](CO)N1C[C@H](C)[C@H](CN(C)S(C)(=O)=O)Oc2ccc(NC(=O)CCCCCC(=O)Nc3ccccc3N)cc2C1=O |
| 42 | -3 | COc1ccc(S(=O)(=O)Nc2ccc3c(c2)CC(=O)N([C@H](C)CO)C[C@@H](C)[C@H](CN(C)S(=O)(=O)c2cn(C)cn2)O3)cc1 |
| 43 | 1 | CCCN(C)C[C@H]1Oc2cc(C#Cc3ccncc3)ccc2S(=O)(=O)N([C@H](C)CO)C[C@H]1C |
| 44 | 1 | C[C@@H]1CN([C@@H](C)CO)C(=O)Cc2cc(NC(=O)CCCCCC(=O)Nc3ccccc3N)ccc2O[C@H]1CN(C)Cc1ccncc1 |
| 45 | -6 | CC(C)NC(=O)[C@@]1(Cc2ccccc2I)c2ccccc2C(=O)N(Cc2ccccc2C(F)(F)F)[C@H]1c1ccc(CO)cc1 |
| 46 | -7 | Cc1cc(C(=O)Nc2cccc3c2O[C@@H](CN(C)Cc2ccc(-c4ccccc4)cc2)[C@H](C)CN([C@H](C)CO)C3=O)n(C)n1 |
| 47 | -3 | C[C@@H]1CN([C@@H](C)CO)C(=O)c2cccc(NS(=O)(=O)c3cn(C)cn3)c2O[C@@H]1CN(C)Cc1ccc(C(F)(F)F)cc1 |
| 48 | -6 | CC(C)CC#Cc1ccc2c(c1)O[C@@H](CN(C)C(=O)NC(C)C)[C@H](C)CN([C@@H](C)CO)S2(=O)=O |
| 49 | -2 | C[C@@H]1CCCCO[C@@H](CN(C)C(=O)Nc2ccccc2)[C@H](C)CN([C@H](C)CO)C(=O)c2cc(NS(=O)(=O)c3ccccc3)ccc2O1 |
| 50 | 6 | C[C@@H]1CN([C@H](C)CO)C(=O)c2cc(NC(=O)CCCN(C)C)ccc2O[C@H]1CN(C)C |
| 51 | -12 | CC(C)C#Cc1ccc2c(c1)O[C@H](CN(C)C)[C@@H](C)CN([C@H](C)CO)S2(=O)=O |
| 52 | 0 | Cc1noc(C)c1NC(=O)Nc1ccc2c(c1)C(=O)N([C@@H](C)CO)C[C@H](C)[C@@H](CN(C)C)OCCCC[C@@H](C)O2 |
| 53 | 4 | Cc1c(OCC(=O)Nc2ccc3c(c2)OCCO3)ccc2c1oc(=O)c1ccccc12 |
| 54 | 3 | COCC(=O)N(C)C[C@H]1Oc2ncc(-c3cccc(OC)c3)cc2C(=O)N([C@H](C)CO)C[C@H]1C |
| 55 | -5 | C[C@H]1CN([C@@H](C)CO)C(=O)Cc2cc(NC(=O)Nc3ccc4c(c3)OCO4)ccc2O[C@H]1CN(C)Cc1ccc(C(F)(F)F)cc1 |
| 56 | -8 | O=C(Nc1ccccc1)Nc1ccc2c(c1)[C@@H]1C[C@H](CC(=O)N3CCOCC3)O[C@@H](CO)[C@@H]1O2 |
| 57 | -4 | C[C@@H]1CN([C@H](C)CO)C(=O)c2cc(NC(=O)C3CCCCC3)ccc2O[C@@H](C)CCCCO[C@H]1CN(C)Cc1ccc(C(=O)O)cc1 |
| 58 | 18 | COc1ccc(S(=O)(=O)N(C)C[C@H]2Oc3ccc(NC(=O)NC(C)C)cc3CC(=O)N([C@H](C)CO)C[C@H]2C)cc1 |
| 59 | -9 | C[C@H]1CN([C@@H](C)CO)C(=O)Cc2cc(NC(=O)Cc3ccccc3)ccc2O[C@H]1CN(C)Cc1ccc2c(c1)OCO2 |
| 60 | -4 | C[C@@H]1CN([C@@H](C)CO)S(=O)(=O)c2ccc(-c3cccc(C#N)c3)cc2O[C@H]1CN(C)C(=O)c1ccc(F)cc1 |

7 of these compounds, set out differently.
| cpd | Compound | NSD2 block |
| --- | --- | --- |
| 52 | Cc1noc(C)c1NC(=O)Nc1ccc2c(c1)C(=O)N([C@@H](C)CO)C[C@H](C)[C@@H](CN(C)C)OCCCC[C@@H](C)O2 | 0 |
| 49 | C[C@@H]1CCCCO[C@@H](CN(C)C(=O)Nc2ccccc2)[C@H](C)CN([C@H](C)CO)C(=O)c2cc(NS(=O)(=O)c3ccccc3)ccc2O1 | -2 |
| 55 | C[C@H]1CN([C@@H](C)CO)C(=O)Cc2cc(NC(=O)Nc3ccc4c(c3)OCO4)ccc2O[C@H]1CN(C)Cc1ccc(C(F)(F)F)cc1 | -5 |
| 53 | Cc1c(OCC(=O)Nc2ccc3c(c2)OCCO3)ccc2c1oc(=O)c1ccccc12 | 4 |
| 57 | C[C@@H]1CN([C@H](C)CO)C(=O)c2cc(NC(=O)C3CCCCC3)ccc2O[C@@H](C)CCCCO[C@H]1CN(C)Cc1ccc(C(=O)O)cc1 | -4 |
| 42 | COc1ccc(S(=O)(=O)Nc2ccc3c(c2)CC(=O)N([C@H](C)CO)C[C@@H](C)[C@H](CN(C)S(=O)(=O)c2cn(C)cn2)O3)cc1 | -3 |
| 50 | C[C@@H]1CN([C@H](C)CO)C(=O)c2cc(NC(=O)CCCN(C)C)ccc2O[C@H]1CN(C)C | 6 |

Pulled by structure from the entries so far, six records:
| entry | NSD2 block | SMILES |
| --- | --- | --- |
| 53 | 4 | Cc1c(OCC(=O)Nc2ccc3c(c2)OCCO3)ccc2c1oc(=O)c1ccccc12 |
| 59 | -9 | C[C@H]1CN([C@@H](C)CO)C(=O)Cc2cc(NC(=O)Cc3ccccc3)ccc2O[C@H]1CN(C)Cc1ccc2c(c1)OCO2 |
| 54 | 3 | COCC(=O)N(C)C[C@H]1Oc2ncc(-c3cccc(OC)c3)cc2C(=O)N([C@H](C)CO)C[C@H]1C |
| 47 | -3 | C[C@@H]1CN([C@@H](C)CO)C(=O)c2cccc(NS(=O)(=O)c3cn(C)cn3)c2O[C@@H]1CN(C)Cc1ccc(C(F)(F)F)cc1 |
| 43 | 1 | CCCN(C)C[C@H]1Oc2cc(C#Cc3ccncc3)ccc2S(=O)(=O)N([C@H](C)CO)C[C@H]1C |
| 55 | -5 | C[C@H]1CN([C@@H](C)CO)C(=O)Cc2cc(NC(=O)Nc3ccc4c(c3)OCO4)ccc2O[C@H]1CN(C)Cc1ccc(C(F)(F)F)cc1 |

New compounds follow:
| entry | NSD2 block | SMILES |
| --- | --- | --- |
| 61 | -4 | O=C(C[C@H]1C[C@H]2c3cc(NC(=O)C4CCC4)ccc3O[C@H]2[C@H](CO)O1)NCCN1CCCCC1 |
| 62 | 0 | O=C(NC1CC1)C1=C[C@@H](c2coc3ccccc3c2=O)C[C@@H](OCc2ccc(CO)cc2)O1 |
| 63 | 6 | C[C@H]1CN([C@@H](C)CO)C(=O)Cc2cc(NS(C)(=O)=O)ccc2O[C@H]1CN(C)Cc1ccc(C(=O)O)cc1 |
| 64 | -1 | C[C@@H]1CN([C@@H](C)CO)C(=O)c2cccc(NS(=O)(=O)c3ccc(Cl)cc3)c2O[C@H]1CN(C)Cc1ccccc1 |
| 65 | 2 | CC(C)NC(=O)N(C)C[C@H]1Oc2ccc(NC(=O)Nc3ccc(F)cc3)cc2C(=O)N([C@H](C)CO)C[C@H]1C |
| 66 | -2 | COc1cccc(S(=O)(=O)N(C)C[C@@H]2Oc3ncc(C#CCN(C)C)cc3C(=O)N([C@@H](C)CO)C[C@H]2C)c1 |

A portion of the library; count on the stated rates, not on these rows.
